Assay outcomes (PubChem)
APE1 inh = qHTS Assay for Inhibitors of the Human Apurinic/apyrimidinic Endonuclease 1 (APE1); DNA repair nuclease/redox regulator APEX1 (Homo sapiens), P27695; Potency, µM (highest dose often 65.8 µM), for inactives: at the top dose activity change, negative = inhibition, hits mostly inhibitors; recombinant APE1, TAMRA/BHQ-2 abasic DNA cleavage fluorescence; actives 0.35% (n = 350,000); AID 2517, 2012;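 also: plate controls were vehicle for no effect and reference inhibitor for full effect; nearly all actives have a fitted effect of over 55% in size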
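Compound pre-exposure to 0.75 nM APE1, 15 min at ambient temperature. Reaction initiated with 50 nM TAMRA/BHQ-2 THF substrate, read immediately in kinetic mode, 525 nm excitation, 598 nm emission.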
BAZ2B inh = qHTS Assay for Inhibitors of BAZ2B | actives 4.4% (n = 360,000) | AlphaScreen BAZ2B-H3K14Ac peptide displacement | Potency, µM (series often up to 114 µM), inactives show top-dose activity change, negative = inhibition, usual class: inhibitors | Bromodomain adjacent to zinc finger domain protein 2B (Homo sapiens), Q9UIF8; also: % is scaled to controls: 0 for no effect and ±100 for the full control effect; nearly all actives have a fitted effect of over 60% in size
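AlphaScreen displacement of biotin-H3(5-23)K14Ac peptide (50 nM final) from BAZ2B (50 nM final) in PBS pH 7.4, 0.01% Tween-20; complex preformed 30 min RT, then compounds (top 110 uM) 30 min RT, beads 20 min dark.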
Anesthetic bind = qHTS Assay for Identification of Novel General Anesthetics; apoferritin/1-aminoanthracene competitive binding, fluorescence; actives 0.074% (n = 350,000); Ferritin light chain (Equus caballus), P02791; Potency, µM (highest dose often 77.5 µM), for inactives: top-dose activity change, negative = displacement, actives largely listed as inhibitors; also: % is scaled to controls: 0 for no effect and ±100 for the full control effect; nearly all actives have a fitted effect of over 20% in size
Target sequence (P02791 2-175 limits assumed): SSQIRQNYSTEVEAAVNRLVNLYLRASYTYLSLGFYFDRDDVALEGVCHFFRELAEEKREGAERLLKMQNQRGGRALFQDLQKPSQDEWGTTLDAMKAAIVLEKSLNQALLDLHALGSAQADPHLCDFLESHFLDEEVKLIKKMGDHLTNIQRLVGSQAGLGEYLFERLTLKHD
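Horse-spleen apoferritin (10 uM) in 50% saturated 1-aminoanthracene in PBS was incubated 10 min at room temperature with compound. Fluorescence (ex 380, em 535 nm) was normalized to free and bound 1-AMA, with concentration-response fitted by a four-parameter Hill equation.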
Pol iota inh = qHTS for Inhibitors of Polymerase Iota; DNA polymerase iota (Homo sapiens), Q9UNA4; Pol iota fluorescent replication assay, 10 min; Potency, µM (series often up to 115 µM), inactives show top-dose activity, negative = inhibition, usual class: inhibitors; actives 1% (n = 390,000); AID 588590, 2011
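Fluorescent replication assay read twice, at 0 min and 10 min after adding 50 nM (final) substrate. Enzyme (10 nM) and compounds were first incubated 15 min at room temperature; enzyme-free buffer wells were negative controls.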
BLM helicase inh = qHTS Assay for Inhibitors of Bloom's syndrome helicase (BLM). actives 0.2% (n = 350,000). RecQ-like DNA helicase BLM (Homo sapiens), P54132. Potency, µM (highest dose often 56.1 µM), without a hit: top-dose activity change, negative = inhibition, most hits filed as inhibitors. recombinant BLM DNA unwinding, fluorescence dequenching;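 also: plate controls were vehicle for no effect and no enzyme for full effect; nearly all actives have a fitted effect of over 35% in size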
POLK inh = qHTS for Inhibitors of Polymerase Kappa | purified Pol kappa, fluorescent DNA synthesis assay, 10 min | Potency, µM (series often up to 107 µM), inactives show top-dose activity, negative = inhibition, actives largely listed as inhibitors | actives 0.53% (n = 400,000) | AID 588579, 2011; also: % is scaled to controls: 0 for no effect and ±100 for the full control effect
Target sequence (Q9UBT6 whole entry, looked up): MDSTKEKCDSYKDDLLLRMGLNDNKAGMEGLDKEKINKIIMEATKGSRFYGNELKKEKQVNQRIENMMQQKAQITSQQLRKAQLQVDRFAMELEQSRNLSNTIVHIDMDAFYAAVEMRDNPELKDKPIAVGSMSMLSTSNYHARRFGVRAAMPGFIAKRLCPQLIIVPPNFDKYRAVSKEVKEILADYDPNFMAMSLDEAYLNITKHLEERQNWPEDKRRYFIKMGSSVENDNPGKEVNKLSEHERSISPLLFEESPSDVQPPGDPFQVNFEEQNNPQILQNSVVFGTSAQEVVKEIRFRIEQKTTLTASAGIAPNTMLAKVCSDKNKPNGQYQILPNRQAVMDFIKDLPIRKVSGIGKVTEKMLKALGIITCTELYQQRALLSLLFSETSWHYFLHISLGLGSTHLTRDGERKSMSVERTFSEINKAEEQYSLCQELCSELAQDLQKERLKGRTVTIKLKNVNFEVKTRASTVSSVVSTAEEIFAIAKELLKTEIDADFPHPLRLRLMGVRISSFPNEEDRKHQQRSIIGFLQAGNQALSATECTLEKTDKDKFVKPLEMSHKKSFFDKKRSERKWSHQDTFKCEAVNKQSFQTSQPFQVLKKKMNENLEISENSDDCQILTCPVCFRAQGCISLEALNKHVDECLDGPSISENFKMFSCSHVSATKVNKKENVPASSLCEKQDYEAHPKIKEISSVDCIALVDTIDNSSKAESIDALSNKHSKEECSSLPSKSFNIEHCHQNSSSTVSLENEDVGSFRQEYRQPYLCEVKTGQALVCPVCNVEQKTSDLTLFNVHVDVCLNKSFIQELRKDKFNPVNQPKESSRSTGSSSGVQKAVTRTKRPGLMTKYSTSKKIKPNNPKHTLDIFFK
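Fluorescent qHTS in 1536-well format: enzyme (10 nM) and compound sat 15 min at room temperature before 50 nM substrate (final) was added. Signal taken at 0 and 10 min; no-enzyme buffer wells were negative controls.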
Pol eta inh = qHTS for Inhibitors of Polymerase Eta | recombinant Pol eta, fluorescent DNA replication assay | Potency, µM (highest dose often 114 µM), for the others: at the top dose activity change, negative = inhibition, actives largely listed as inhibitors | actives 1.2% (n = 390,000); also: % is scaled to controls: 0 for no effect and ±100 for the full control effect
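Pol eta at 10 nM preincubated with compounds 15 min at room temperature; reaction started with fluorescent substrate (50 nM final) and read kinetically at 0 and 10 min.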
G9a inh = qHTS Assay for Inhibitors of Histone Lysine Methyltransferase G9a | Histone-lysine N-methyltransferase EHMT2 (Homo sapiens), Q96KQ7 | G9a H3K9 monomethylation, AlphaScreen, 2 h | Potency, µM (series often up to 102 µM), for inactives: at the top dose activity, negative = inhibition, most hits filed as inhibitors | actives 8.8% (n = 350,000) | AID 504332, 2011; also: % is scaled to controls: 0 for no effect and ±100 for the full control effect; nearly all actives have a fitted effect of over 75% in size
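Step 1: enzyme (final 20 nM) with compound, 15 min RT. Step 2: substrate peptide 500 nM and SAM 20 uM, 2 h RT. Step 3: anti-H3K9me1 antibody and AlphaScreen beads, 10 min, then plate read.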
Pol beta inh = qHTS Assay for Inhibitors of DNA Polymerase Beta; Pol beta primer extension/strand displacement, fluorescence kinetic; P06746; actives 1.3% (n = 340,000); Potency, µM (titrated, usually from 114 µM), inactives show top-dose activity change, negative = inhibition, actives largely listed as inhibitors; also: % is scaled to controls: 0 for no effect and ±100 for the full control effect
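Preincubation: enzyme (10 nM) with compound, 15 min, RT. Reaction: substrate added to 50 nM final. Reads: 0 and 10 min. Analysis: normalized, Hill fit.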
An asterisk follows results filed as active; ? = inconclusive; / = not tested or not shown; & = joins results of further samples; [ ] = dose if it differs, or a comment. Calls follow the shape of the dose curve; as a rule, active = well fitted curve in the direction sought with a large enough effect; inconclusive = small, poorly fitted or top-dose-only effect, or another doubt; inactive = no such curve, though single readings can be large; an effect the other way counts as inactive or inconclusive. Potency is read from the fitted curve at half-maximal effect.

SMILES | APE1 inh | BAZ2B inh | Anesthetic bind | Pol iota inh | BLM helicase inh | POLK inh | Pol eta inh | G9a inh | Pol beta inh
COc1ccccc1CNC(=O)[C@H](C)NC(=O)C1CCN(C(=O)[C@@H](N)C(C)C)CC1 | -2% | 0% | -4% | 10% | -1% | 20% | -14% | / | -1%
O=C(C1CCCCC1)N1CCCc2ccccc21 | ? | -2% | ? | 14% | -2% | -4% | -19% | -7%[12.7 µM] | 89µM*
Cc1ccc(S(=O)(=O)Nc2ccccc2C=Nc2cccc(C)c2C)cc1 | 0% | -3% | -6% | -2% | -8% | -18% | -3% | -1%[59 µM] | 2%
CCCCOC(=O)c1ccc(NC(=O)CN2C(=O)NC3(CCCCCC3)C2=O)cc1 | -23% | 2% | / | 13% | / | -1% | -19% | 21%[59 µM] | /
COc1cccc(N2C(=O)N(c3ccccc3Cl)C3CS(=O)(=O)CC32)c1 (stereo unspecified) | -1% | -1% | -5% | 1% | 2% | 3% | -12% | 9%[12.7 µM] | -3%
COc1ccccc1N1CN(S(=O)(=O)c2ccc(C)cc2)c2nc3ccccc3nc21 | -8% | / | / | 77%[activator] | / | -6% | -20% | / | /
O=C(COc1ccccc1-c1ccccc1)N/N=C/c1cccnc1 | 11% | 8% | -19% | -6% | -2% | 3% | -17% | 6% | 19%
Cc1cccc(NC(=S)NC(C)C(c2ccccc2)N2CCN(C)CC2)c1C (stereo unspecified) | 0% | ? | -9% | 105%[activator] | 3% | -7% | -5% | 1% | 2%
CCCc1nc(NCC2CCCO2)c2nnn(Cc3ccccc3)c2n1 (stereo unspecified) | 16% | -1% | -1% | -4% | 0% | 10% | -15% | 18%[59 µM] | -3%
O=C(O)COc1ccc(NC(=O)c2ccc3c(c2)C(=O)N(C2CCCCC2)C3=O)cc1 | 7% | 13% | -15% | 96%[activator] | -12% | -4% | 8% | / | 4%
C=CCN(c1ccccc1)S(=O)(=O)c1cccc(C(=O)NCC(c2ccccc2OC)N2CCCC2)c1 (stereo unspecified) | 42% | -5% | / | 20% | / | 4% | -10% | 0%[0.501 µM] | /
CS(=O)(=O)N(CC(=O)N1CCN(Cc2ccccc2)CC1)c1ccc2c(c1)OCCO2 | -1% | 9% | -14% | 18% | 1% | -2% | -4% | -8%[59 µM] | 12%
COc1ccc(NC(=O)Cc2c[nH]c3ccccc23)cc1S(=O)(=O)N1CCOCC1 | 4% | -24% | -8% | 43%[activator] | -2% | -7% | -13% | -2% | 0%
O=C(c1ccc(Cn2c(=O)[nH]c3ccccc3c2=O)cc1)N1CCN(c2ccccn2)CC1 | -3% | -8% | -14% | 16% | -2% | 3% | -11% | -11% | 7%
c1ccc2[nH]c(SCc3cn4ccccc4n3)nc2c1 | 21% | -12% | -8% | -1% | 2% | -8% | 2% | 45µM* | 28%

Compound profiles, from the list above. Order of values: APE1 inh | BAZ2B inh | Anesthetic bind | Pol iota inh | BLM helicase inh | POLK inh | Pol eta inh | G9a inh | Pol beta inh
COc1ccccc1CNC(=O)[C@H](C)NC(=O)C1CCN(C(=O)[C@@H](N)C(C)C)CC1 in the list: -2% | 0% | -4% | 10% | -1% | 20% | -14% | / | -1%
CS(=O)(=O)N(CC(=O)N1CCN(Cc2ccccc2)CC1)c1ccc2c(c1)OCCO2 in the list: -1% | 9% | -14% | 18% | 1% | -2% | -4% | -8%[59 µM] | 12%
COc1ccccc1N1CN(S(=O)(=O)c2ccc(C)cc2)c2nc3ccccc3nc21 in the list: -8% | / | / | 77%[activator] | / | -6% | -20% | / | /
O=C(COc1ccccc1-c1ccccc1)N/N=C/c1cccnc1 in the list: 11% | 8% | -19% | -6% | -2% | 3% | -17% | 6% | 19%
CCCCOC(=O)c1ccc(NC(=O)CN2C(=O)NC3(CCCCCC3)C2=O)cc1 in the list: -23% | 2% | / | 13% | / | -1% | -19% | 21%[59 µM] | /

Continued.
SMILES | APE1 inh | BAZ2B inh | Anesthetic bind | Pol iota inh | BLM helicase inh | POLK inh | Pol eta inh | G9a inh | Pol beta inh
Cc1[nH]c2ccccc2c(=O)c1CN1CCCCC1 | -1% | 0% | -5% | 5% | 0% | -15% | -14% | -5%[12.7 µM] | 8%
O=C1C2CCCN2C(c2ccccc2)N1c1ccc(F)cc1 (stereo unspecified) | 12% | -3% | -4% | -17% | -2% | 22% | -14% | -21% | 7%
COc1ccc(CNC(=O)c2ccc3c(c2)nc2n3CCOC2)c(OC)c1 | / | 4% | -11% | 7% | -9% | -8%[60.1 µM] | -11% | 2%[59 µM] | 27%
NC(=O)CCNC(=O)c1ccc(Cl)cc1 | 1% | -4% | -6% | 10% | 0% | -9% | 7% | -4%[12.7 µM] | 24%
COc1ccc(NC(=O)N(C2CCCCC2)C(C)c2cccnc2)c(OC)c1 (stereo unspecified) | -1% | -28% | -8% | 8% | -1% | -4% | -7% | -9%[59 µM] | 10%
C=C(CCC(=O)c1ccccc1)C(=O)c1ccccc1 | 0% | 66%[activator] | -20% | ? | -7% | 4% | 16µM* | 50%[activator][59 µM] | ?
O=C(Nc1cnn(Cc2ccc(F)cc2)c1)c1cnccn1 | -3% | 5% | -13% | 7% | -2% | -5% | -16% | 23%[12.7 µM] | 1%
Cc1ccc2nc(NC(=O)C3CCCN3C(=O)OC(C)(C)C)sc2c1 (stereo unspecified) | 1% | -14% | -14% | 25% | -7% | -9% | -14% | -4% | -21%
Cc1ccccc1NC(=O)c1sc2nc3n(c(=O)c2c1C)N=C(c1ccccc1)CS3 | / | ? | 1% | 6% | 2% | -14% | -4% | -32%[59 µM] | -1%
COCCN(C(=S)Nc1c(C)cc(C)cc1C)C(C)c1cccnc1 (stereo unspecified) | 16% | 7% | -2% | 11% | 7% | -11% | -24% | 7.1µM* | -2%
CCOC(=O)c1ccc(NC(=O)c2c(C)oc3nc(C)nc(N4CCCC4)c23)cc1 | / | 8%[57.1 µM] | -12% | 18% | -3% | 0% | -5% | -3%[59 µM] | 20%
O=C(COC(=O)c1cccs1)NCC1CCCCC1 | 16% | 4% | ? | 85%[activator] | -1% | -6% | -23% | -3% | 2%
O=C(CCNC(=O)c1ccc(Cl)cc1)NC1CCCCCC1 | -6% | 8% | / | 11% | / | -2% | -3% | 13%[12.7 µM] | /
Cc1ccc(S(=O)(=O)N2CCN(S(=O)(=O)c3ccc4c(c3)OCCO4)CC2)cc1 | 14% | 0% | -7% | -2%&4% | -1% | -3%&-9% | -6% | -12%[59 µM] | 36%
COc1ccc(C2=NN(C(=O)CCC(=O)O)C(c3cccs3)C2)cc1OC (stereo unspecified) | 2% | -16% | -4% | 49%[activator] | 3% | -9% | -11% | -2% | -25%
O=C(CCC(=O)N1CCSc2ccccc21)Nc1ccc(F)cc1 | 53%[activator] | -30% | -20% | 27% | -1% | 7% | -27% | 21% | ?
CCCCN1C(=O)c2[nH]nc(-c3ccccc3O)c2C1c1cc(Br)c(O)c(OC)c1 (stereo unspecified) | / | -28% | -4% | 7% | -6% | -3% | -6% | ? | 3%
O=C(C1=C[C@@H](c2ccc(Br)cc2)C[C@@H](OCCCCO)O1)N1CCN(Cc2ccc3c(c2)OCO3)CC1 | -1% | ? | 1% | 28% | -8% | -12% | -28% | ? | -22%
COc1cccc(/C=C2\SC(=O)N(CCC(=O)NC3CCS(=O)(=O)C3)C2=O)c1 (stereo unspecified) | 25% | -20% | -6% | 8% | 1% | -2% | 15% | ? | 7%
Cc1ccoc1C(=O)Nc1ccc2ccccc2c1 | 25%[12.4 µM] | 1% | 6% | -3% | -2% | 7% | -13% | -2%[59 µM] | 2%
CCOC(=O)c1[nH]c(COC(=O)CCCOc2ccccc2)c(C(=O)OCC)c1C | -10% | 14% | 55%[activator] | 7% | -9% | -8% | -15% | 2%[59 µM] | ?
CCCO/N=C1/C(=O)N(c2ccccc2)c2ccccc21 | 17% | 1% | -14% | 6% | -6% | -2% | -17% | 45% | 1%
O=C(CSc1nnnn1-c1ccc(F)cc1F)Nc1ccccc1F | 3% | -3% | 0% | 9% | -7% | 3% | -20% | / | 19%
CCn1nccc1C(=O)Nc1ccc(S(=O)(=O)NC23CC4CC(CC(C4)C2)C3)cc1 | 17% | -1% | ? | -1% | -13% | -20% | -4% | -13%[59 µM] | -7%
CCOc1ccc(CCNC(=O)CSC(=S)N2CCCC2)cc1OCC | 1% | 7% | / | 22% | / | -3% | -3% | 40µM* | /
N#CC/C(N)=N/Nc1nc2ccccc2nc1Cc1ccccc1 | 57%[activator] | -16% | -17% | -17% | -8% | -2% | -18% | 50µM* | -10%
COc1ccc(CCNC(=O)C(=O)Nc2ccc3nc4n(c(=O)c3c2)CCCCC4)cc1OC | 0% | -5% | -8% | 18% | 1% | 8% | ? | / | 25%
CCOC(=O)C1[C@H]2C(=O)N(C(C)c3ccc(OC)cc3)C[C@]23C=C[C@H]1O3 (stereo partly specified) | 3% | 13% | -7% | 32%[activator] | -5% | -7% | -10% | 7%[59 µM] | 25%
COc1ccccc1CN1CCCC(C(=O)N2CCCCC2)C1 (stereo unspecified) | -2% | 45µM* | -10% | 43%[activator] | 0% | -1% | -17% | 18µM* | 6%
COc1cc(C(=O)NC(CCSC)C(=O)OCC(=O)NC(=O)C2CCCCC2)cc(OC)c1OC (stereo unspecified) | -11% | -4% | -7% | 20% | -8% | -1% | -26% | 1% | -14%

An excerpt; the hit share may differ from the screen's.
